High-throughput results from PubChem BioAssay.
Nrf2 block – Nrf2 pathway inhibition. A549 ARE-Fluc reporter, luciferase luminescence, 18-24 h. Potency, µM (top dose mostly 46 µM), for inactives: top-dose activity change, negative = inhibition, actives largely listed as inhibitors. actives 2.1% (n = 360,000). AID 504444; further: potency means the concentration at half of the fitted maximal effect; on the % scale 0 is the no-effect control and ±100 the full control effect; nearly all actives have a fitted effect of over 60% in size
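Nrf2 activity is the BugLite luminescence, read 15 min after reagent at room temperature, following CellTiter-Fluor cytotoxicity readout (30 min, 37C). Compound titrations were applied for 18-24 h to 5000 A549 ARE_Fluc cells/well in 5% FBS OPTI-MEM.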
HepG2 tox – counter-screen for TGF-b inhibitors: cytotoxicity in HepG2 cells. actives 0.76% (n = 410,000). AID 588856. Potency, µM (doses to about 46.1 µM), for inactives: at the highest dose activity change, negative = cytotoxicity, hits mostly cytotoxic. HepG2 CAGA-GFP viability, ATP luminescence, 18 h; further: potency means the concentration at half of the fitted maximal effect; some results filed as inactive show a strong effect at the top dose
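CellTiter-Glo luminescence gave cytotoxicity after 18 hours at 37 degrees C. The cells were HepG2 CAGA-GFP in 1% FBS DMEM, stimulated with 500 pg/mL TGF-beta after compound addition. %Activity was normalised to no-cell wells (complete cell-killing) and DMSO (no toxicity), and curves were fitted and classified.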
CCT modulator – changes cytosolic chaperonin activity; purified chaperonin ATPase assay, HTRF ADP detection, 30 min; activity change, % (concentration not given with the values), hits read low; actives 0.3% (n = 360,000); AID 651819; in the data active means activity change below about -30%; further: on the % scale 0 is the no-effect control and ±100 the full control effect
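We incubate TRiC, 40 or 20 nM final, with library compounds at 76 uM and 10 uM ATP for 30 min at 37 °C. ADP formed is detected with Transcreener HTRF reagents after 30 min at room temperature.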
Abeta rescue – compounds reversing amyloid beta toxicity in yeast | yeast expressing A-beta42, growth rescue, OD600, 48 h; response scale: 0% DMSO, 100% iron-clioquinol control | Potency, µM (series often up to 46.1 µM), without a hit: at the top dose growth rescue, hits mostly activators | actives 0.063% (n = 410,000) | AID 1347071; further: potency means the concentration at half of the fitted maximal effect; nearly all actives have a fitted effect of over 55% in size
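Yeast A-beta toxicity model in growth medium with pinned compounds, 48 h at 30 C; growth read as absorbance at 600 nm. Normalized to FeCl3/clioquinol equimolar mix (positive) and DMSO (negative).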
A549 viability – counter-screen for Nrf2 inhibitors: cytotoxicity in A549 cells. actives 0.16% (n = 390,000). Potency, µM (titrated, usually from 46 µM), without a hit: at the highest dose activity change, negative = cytotoxicity, usual class: inhibitors. AID 504648. A549 ARE-Fluc cells, CellTiter-Fluor viability, 18-24 h; further: potency means the concentration at half of the fitted maximal effect; on the % scale 0 is the no-effect control and ±100 the full control effect
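A549 ARE-Fluc cells in 5% FBS OPTI-MEM, 5000 cells/well, rested 2 h then exposed to compounds in concentration-response for 18-24 h at 37 °C. Viability by CellTiter-Fluor fluorescence (Ex 405/Em 525) after 30 min; luciferase luminescence (BugLite, 15 min, RT) read afterwards.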
TGFb inhibitor – blocks TGF-b signaling | HepG2 CAGA-GFP TGF-b/SMAD3 reporter, GFP fluorescence, 18 h; TGF-beta stimulated, 500 pg/mL final | Potency, µM (top dose mostly 46.1 µM), for the others: top-dose activity, negative = inhibition, hits mostly inhibitors | actives 1.2% (n = 410,000) | AID 588855; further: potency means the concentration at half of the fitted maximal effect; on the % scale 0 is the no-effect control and ±100 the full control effect; nearly all actives have a fitted effect of over 65% in size
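HEPG2 CAGA-GFP cells (1000/well, DMEM with 1% FBS) were pre-incubated 2 h at 37 degrees C, given compound by pin tool, then stimulated with TGF-beta at 500 pg/mL final for 18 h before per-cell GFP fluorescence imaging.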
MmCpn inh – M. maripaludis TRiC chaperonin inhibition; purified Mm-Cpn ATPase, ADP Transcreener TR-FRET; actives 0.031% (n = 330,000); Potency, µM (highest dose often 76.9 µM), for the others: top-dose activity, negative = inhibition, most hits filed as inhibitors; further: potency means the concentration at half of the fitted maximal effect; on the % scale 0 is the no-effect control and ±100 the full control effect; nearly all actives have a fitted effect of over 80% in size
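Eu-cryptate anti-ADP/ADP-d2 competition gives a ratio inversely related to ADP. Enzyme at 25 nM was pre-exposed to compound for 10 min, then given 10 uM ATP for 30 min, 37°C throughout.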
Akt phos inh – inhibitors of Akt phosphorylation; Neuro2A IGF-stimulated pAkt S473 HTRF, 20 min; stronger effect = lower value; activity change, % for hits at 50 µM; actives 0.32% (n = 360,000); AID 651550; in the data active means activity change below about -80%; inconclusive means mostly about -51% to -80%; further: on the % scale 0 is the no-effect control and ±100 the full control effect
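Neuro2A cells (4,500/well, DMEM with 0.5% FBS) were treated with compound at a single 50 µM final concentration, stimulated with 6 nM IGF for 20 min at 37 °C, and lysed. Phospho-Akt Ser473 was read by HTRF as 665/615 ratio ×10^4.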
Nrf2 ARE act – Nrf2 pathway activation; actives 0.31% (n = 410,000); AID 624171; AREc32 ARE-luciferase reporter (MCF7-derived line), luminescence, 24 h; Potency, µM (highest dose often 46.1 µM), for inactives: top-dose activation, usual class: activators; further: potency means the concentration at half of the fitted maximal effect; % of control where 0% means no effect; nearly all actives have a fitted effect of over 65% in size
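Luciferase luminescence (Steady-Glo, 30 min at room temperature) served as the read-out of ARE activation in AREc32 cells treated with compounds for 24 hr at 37 deg C.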
Active calls of the source: *; i = inactive; ? = inconclusive; . = not tested or not shown; [ ] = remark or other dose. Unless noted, the call rests on the fitted dose curve; in most records, active means well fitted curve in the direction sought with a large enough effect; inconclusive means small, poorly fitted or top-dose-only effect, or another doubt; inactive means no such curve, though single readings can be large; an effect the other way counts as inactive or inconclusive. Compounds as they come. Share with any hit: about 4.3%.

SMILES	Nrf2 block	HepG2 tox	CCT modulator	Abeta rescue	A549 viability	TGFb inhibitor	MmCpn inh	Akt phos inh	Nrf2 ARE act
c1ccc2c(c1)CCNC2c1ccncc1 (centres undefined)	7%	0%	-20	9%	2%	-17%	1%	i	0.2%
COc1ccc(-c2[nH]ncc2-c2cnn(-c3ccccc3)c2)c(O)c1	-4%	-46%	-1.7	6%	-3%	?	0%	i	4.8%
CC(C)(C)OC(=O)[C@H](Cc1ccccc1)NC(=O)c1nc[nH]c1C(=O)N1CCN(c2ccccc2)CC1	-9%	3%	-0.6	0%	-2%	?	1%	i	0.0%
C=CCn1c(=O)[nH]c2cc(C(=O)N3CCN(c4cc(C)ccc4C)CC3)ccc2c1=O	-10%	-65%	-2.2	-8%	.	-18%	-2%	i	-0.3%
Brc1c(-c2ccc3c(c2)OCO3)nc2ncccn12	?	-21%	-1.3	-6%	1%	-3%	-1%	i	24%
O=S(=O)(c1ccccc1)c1nc(-c2cccs2)oc1SCc1ccccc1F	4%[9.27 µM]	-16%	.	15%	11%	-5%	.	.	0.0%
CCOC(=O)N1CCC(c2[nH][nH]c(=O)c2C)CC1	0%	5%	1.4	0%	-3%	-13%	2%	i	-0.4%
Cc1ccccc1COC(=O)c1cc([N+](=O)[O-])ccc1N1CCOCC1	-3%	-13%	-0.3	15%	-3%	0%	4%	i	-0.1%
O=C(NNS(=O)(=O)c1ccc(Br)cc1)c1cccs1	-8%	4%	0.8	8%	14%	-2%	1%	i	-0.9%
CCOc1ccc(OCC(=O)Nc2cc3c(cc2C(=O)O)OCCCO3)cc1	-24%	2%	1.9	-1%	-4%	14%	0%	i	-0.4%
c1ccc(COc2ccc(-c3csnn3)cc2)cc1	?	-9%	-1.3	2%	-3%	3%	-19%	i	2.5%
O=C(NCC(c1ccco1)N1CCCC1)c1ccc(Cl)cc1 (centres undefined)	-3%	-9%	-1.6	15%	-12%	-3%	2%	i	0.2%
Cc1cc(N2CCC(C)CC2)nc2ccc(NC(=O)CCC(=O)N3CCN(c4cccc(C(F)(F)F)c4)CC3)cc12	-22%	-30%	.	-3%	0%	-18%	.	.	5.2%
COC(=O)c1cc(C(=O)NNC(=O)c2ccc3c(c2)OCO3)cc([N+](=O)[O-])c1	-24%	-6%	-3.2	7%	0%	-4%	2%	i	-0.4%
COc1ccc(-c2cc(N)n(S(=O)(=O)Cc3ccccc3)n2)c(OC)c1	3%	-1%	-1.4	2%	1%	15%	4%	i	-0.4%
C/C(=N/NC(=O)c1ccc(C(C)(C)C)cc1)c1cccnc1	13%	49%	0.0	2%	10%	22%	.	i	0.0%
O=C(CNC(=O)C1COc2ccccc2O1)N/N=C\c1ccc(Cl)cc1 (centres undefined)	?	7%	-0.6	3%	-1%	-15%	-1%	i	1.1%
COc1ccc(OC)c(S(=O)(=O)N2CCCCC2C(=O)O)c1 (centres undefined)	13%	-4%	0.7	-5%	-5%	5%	0%	.	0.3%
O=C(Nc1ccc(Cl)c(S(=O)(=O)N2CCCCC2)c1)c1cccnc1	?	-33%	-26	-11%	5%	-23%	0%	i	-0.4%
Cc1onc(-c2ccccc2)c1C(=O)NC(C)C	-6%	5%	-1.5	-10%	-3%	2%	0%	i	-0.9%
CCCCc1ccc(CC(=O)O)cc1	14%	-5%	-1.2	14%	1%	-25%	-6%	i	0.1%
CCOC(=O)COc1ccc(F)cc1C(=O)c1ccn2nc(-c3ccc(C)cc3)cc2n1	21%	11%	.	-6%	-3%	-2%	.	.	-0.7%
COc1ccc(-c2nnc(N3CCCCC3)c3ccccc23)cc1	.	-8%	-6.6	-5%	2%	-41%	-1%	i	0.1%
CC1CCCCN1CCCNC(=O)Cn1c(=O)c2cccn2c2ccccc21 (centres undefined)	4%	-1%	0.6	-11%	1%	-8%	-1%	i	0.3%
CC(=O)c1c(N2CCN(c3ccc(F)cc3)CC2)nc(=S)n(Cc2ccccc2)c1C	-6%	-15%	-1.8	7%	13%	-17%	?	i	0.0%[9.22 µM]

3 entries from above, field by field:
COC(=O)c1cc(C(=O)NNC(=O)c2ccc3c(c2)OCO3)cc([N+](=O)[O-])c1
  Nrf2 block: -24%	HepG2 tox: -6%	CCT modulator: -3.2	Abeta rescue: 7%	A549 viability: 0%	TGFb inhibitor: -4%	MmCpn inh: 2%	Akt phos inh: i	Nrf2 ARE act: -0.4%
Cc1ccccc1COC(=O)c1cc([N+](=O)[O-])ccc1N1CCOCC1
  Nrf2 block: -3%	HepG2 tox: -13%	CCT modulator: -0.3	Abeta rescue: 15%	A549 viability: -3%	TGFb inhibitor: 0%	MmCpn inh: 4%	Akt phos inh: i	Nrf2 ARE act: -0.1%
CCCCc1ccc(CC(=O)O)cc1
  Nrf2 block: 14%	HepG2 tox: -5%	CCT modulator: -1.2	Abeta rescue: 14%	A549 viability: 1%	TGFb inhibitor: -25%	MmCpn inh: -6%	Akt phos inh: i	Nrf2 ARE act: 0.1%

More structures
SMILES	Nrf2 block	HepG2 tox	CCT modulator	Abeta rescue	A549 viability	TGFb inhibitor	MmCpn inh	Akt phos inh	Nrf2 ARE act
Cc1cccc(OCc2nnc(SCC(=O)NCC3CCCO3)n2C)c1 (centres undefined)	0%	4%	1.7	11%	-6%	5%	0%	i	-0.7%
CSC1=NCCN1C(=O)C(C)(C)Oc1ccc(Cl)cc1	14%	-9%	1.6	2%	10%	-1%	.	i	3.4%
Cc1csc(=O)n1CCC(=O)OCC(=O)NCc1ccccc1	.	-6%	0.0	0%	.	-6%	.	i	-0.5%
CCOC(=O)c1ccccc1NC(=O)COc1ccccc1-c1nnc(-c2ccccc2)o1	?	-35%	.	-18%	-2%	?	.	.	0.3%
O=C(NCc1ccccn1)C(=O)NCC1OCCN1S(=O)(=O)c1ccc(Br)cc1 (centres undefined)	-3%	12%	-1.5	-12%	3%	-3%	-4%	i	-1.0%
Cc1ccc(CNC(=O)C2CCCC2)cc1	?	-7%	-14	15%	-6%	23%	.	i	0.2%
CC(=O)C1=NN(c2ccccc2)C(c2ccc3c(c2)OCO3)N1c1ccc(N2CCOCC2)cc1 (centres undefined)	8%	-15%	-3.9	1%	2%	?	-2%	i	2.5%
CCCC(=O)Nc1ccc(C(=O)COC(=O)C2CC2C)cc1 (centres undefined)	?	4%	1.0	-19%	-1%	38%[activator]	2%	i	3.9%
CCOc1ccc(S(=O)(=O)Nc2ccc(F)cc2)c(C)c1C	18µM*	-73%	-0.8	1%	-27%	-8%	-1%	i	2.8%
CC(C(=O)Nc1ccccc1-c1ccccc1)N1CCN(S(=O)(=O)c2ccccc2)CC1 (centres undefined)	-13%	7%	-1.7	7%	2%	-10%	0%	i	0.3%
CC(=O)c1cccc(-c2cnc3c(NC=O)cc(-c4ccc(F)cc4)cn23)c1	.	-29%	2.2	-24%	.	-57%	.	i	13%
CCC(C)Nc1sc(S(=O)(=O)CC)nc1S(=O)(=O)c1ccc(C)cc1 (centres undefined)	-4%	-14%	.	-22%	10%	-5%	.	.	0.1%
Cc1ccc([N+](=O)[O-])cc1NC(=O)c1c(-c2ccccc2)noc1C	-3%	-10%	-2.6	6%	0%	18%	-2%	i	6.7%
CCC(C)C(=O)Nc1cc(C(=O)OC)ccc1C(=O)OC (centres undefined)	10%	0%	-1.9	-14%	8%	-1%	0%	i	0.7%
CCN(CC)CCCNC(=O)c1nn(-c2ccc(C)cc2)c(=O)c2c1c1ccccc1n2C	13%	-29%	.	-1%	-13%	5%	.	.	6.3%
CCc1nc2ccc(F)cc2c(C(=O)NC2CCCCC2C)c1C (centres undefined)	6%	-23%	-4.3	0%	-4%	-2%	1%	.	0.2%
Cc1ccc(N2C(=O)CC(NNc3nc4ccccc4s3)C2=O)cc1 (centres undefined)	9%	0%	-2.1	45%	2%	?	2%	i	2.7%
Fc1ccc(C(Nc2ccccc2Cl)c2nnc(-c3ccccc3Cl)o2)cc1 (centres undefined)	-26%	-18%	.	-3%	-2%	-6%	.	.	6.3%
CCC(C)NC(=O)c1ccccc1C(=O)NC(C)CC (centres undefined)	-3%	2%	1.7	-11%	-1%[1.84 µM]	-5%	0%	i	-0.7%
COC(=O)c1cccc(NS(=O)(=O)c2ccc(OC)c(C(=O)N3CCOCC3)c2)c1C	5%	7%	-5.0	-4%	4%	-5%	1%	i	-0.3%
CN(C)/C=C/C(=O)c1ccc(N2CCN(c3ncc(C(F)(F)F)cc3Cl)CC2)cc1	?	-3%	-20	-44%[inhibitor]	-20%	?	1%	i	-0.1%
COc1ccc(CNc2nccs2)cc1	-1%	0%	0.4	-13%	19%	-18%	-1%	i	5.1%
COc1ccc(CCNC(=O)Cc2ccc(Cl)cc2)cc1OC	0%	0%	-0.3	-3%	-2%	-8%	0%	i	-0.1%
CCC(C)NS(=O)(=O)c1ccc(NS(=O)(=O)c2ccccc2[N+](=O)[O-])cc1 (centres undefined)	10%	7%	-0.6	6%	-7%	?	-9%	i	-0.1%
O=C1C2C3C=CC(C3=C3CCCCC3)C2C(=O)N1c1ccccc1 (centres undefined)	-21%	6%	1.4	-83%[inhibitor]	-10%	9%	1%	i	-0.6%
NC(=O)CN1CCN(CCN2C(=O)c3cccc4cccc(c34)C2=O)CC1	-11%	1%	-1.3	-4%	1%	-2%	-2%	i	6.2%
CCn1cc(Cl)c(C(=O)N2N=C3/C(=C/c4cccs4)CCCC3C2c2cccs2)n1 (centres undefined)	?	-2%	1.8	18%	-20%	5%	-1%	i	0.7%
